NPR2 activator = human GC-B receptor activators, primary screen, HEK293 GC-B cells, cGMP TR-FRET, EC30 CNP. 0% at EC30 CNP, 100% saturating CNP. activation, % at 10 µM. Atrial natriuretic peptide receptor 2 (Homo sapiens), P20594. 370,000 tested, 0.11% active;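 active means activation at 10 µM reaching about 35% in either raw or pattern-adjusted values, limit read from the data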
UHRF1 binding = UHRF1 methylated DNA binding inhibitors, primary screen, counter-screen for MBD2 inhibitor project, biochemical, TR-FRET, human UHRF1, single concentration; E3 ubiquitin-protein ligase UHRF1 (Homo sapiens), Q96T88; UHRF1 binding to methylated oligo; inhibition, % at 4.4 µM; 370,000 tested, 0.75% active; in the data active means inhibition above about 21%;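 further: UHRF1 SRA domain binding a hemimethylated CpG hairpin DNA probe; 0% = median of test compound wells and 100% = reference inhibitor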
MBD2 DNA inh = inhibitors of MBD2 binding to methylated DNA, primary screen, biochemical, TR-FRET, DNA-binding domain, human | Methyl-CpG-binding domain protein 2 (Homo sapiens), Q9UBB5 | MBD2 binding to methylated oligonucleotide | inhibition, % at 4.4 µM | 370,000 tested, 0.31% active; in the data active means inhibition above about 13%
PRMT1 FP inh = PRMT1 methyltransferase inhibitors, primary screen, biochemical, fluorescence polarization; Protein arginine N-methyltransferase 1 (Homo sapiens), Q99873; recombinant PRMT1, activity-based probe fluorescence polarization; inhibition, % at 2.79 µM; 370,000 tested, 1.3% active;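 active means inhibition above about 21% made by adding two undisclosed values, limit read from the data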
Target sequence (Q99873 whole entry, looked up): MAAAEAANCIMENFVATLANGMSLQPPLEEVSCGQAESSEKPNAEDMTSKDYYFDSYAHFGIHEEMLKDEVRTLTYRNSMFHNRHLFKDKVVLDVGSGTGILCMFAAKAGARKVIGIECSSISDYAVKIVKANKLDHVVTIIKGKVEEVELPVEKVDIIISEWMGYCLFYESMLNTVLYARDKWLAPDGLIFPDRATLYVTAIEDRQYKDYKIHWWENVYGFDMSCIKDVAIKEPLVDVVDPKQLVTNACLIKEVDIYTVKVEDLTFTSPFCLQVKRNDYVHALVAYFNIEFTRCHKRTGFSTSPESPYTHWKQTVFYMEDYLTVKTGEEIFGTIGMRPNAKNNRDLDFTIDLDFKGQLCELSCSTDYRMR
HTRA1 inh = HTRA1 serine protease inhibitors, primary screen, biochemical, fluorescence polarization, HTS; recombinant HTRA1, FP-rhodamine activity-based probe; inhibition, % at 5.96 µM; 340,000 tested, 0.5% active; AID 504803, 2011; in the data active means inhibition above about 36%;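 further: 0% = enzyme with DMSO and 100% = wells lacking enzyme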
Target sequence (Q92743 whole entry, looked up): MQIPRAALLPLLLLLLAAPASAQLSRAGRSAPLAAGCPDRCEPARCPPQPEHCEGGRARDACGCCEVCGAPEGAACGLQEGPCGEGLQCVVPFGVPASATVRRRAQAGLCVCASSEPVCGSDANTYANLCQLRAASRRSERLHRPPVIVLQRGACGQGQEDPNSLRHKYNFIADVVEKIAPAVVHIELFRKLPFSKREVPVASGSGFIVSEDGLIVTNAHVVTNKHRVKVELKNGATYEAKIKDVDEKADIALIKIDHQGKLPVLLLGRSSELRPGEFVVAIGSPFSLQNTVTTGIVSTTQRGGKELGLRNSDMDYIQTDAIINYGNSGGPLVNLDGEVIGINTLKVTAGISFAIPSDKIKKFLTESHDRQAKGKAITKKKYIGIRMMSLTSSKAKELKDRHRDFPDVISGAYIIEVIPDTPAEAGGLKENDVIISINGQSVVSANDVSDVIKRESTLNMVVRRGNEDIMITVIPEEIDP
SIAE inh = human SIAE inhibitors, primary screen, biochemical, fluorescence polarization, FP-Rh probe, 1536-well HTS; AID 1053197, 2014; Sialate O-acetylesterase (Homo sapiens), Q9HAT2; 370,000 tested, 0.69% active; SIAE FP-Rh probe binding; inhibition, % at 9.66 µM;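 active means inhibition above a cutoff: mean of compounds within the control limits plus 3 SD of those, cut at about 17% in these data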;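 further: 0% = plate median of compound wells and 100% = probe without SIAE protein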
rCAG binder = binders of r(CAG) RNA repeats, primary screen, biochemical, fluorescence | r(CAG) RNA repeat, TO-PRO-1 dye displacement fluorescence | inhibition, % at 3 µM | 370,000 tested, 1.3% active | AID 651821, 2012;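 active means inhibition above the plate cutoff, the mean of all test compounds on that plate plus 3 SD, cut at about 35% in these data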;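 further: 0% = DMSO alone and 100% = 100 µM mitoxantrone as full dye displacement; higher means more dye released from RNA so lower well fluorescence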
ABHD4 inh = ABHD4 inhibitors, primary screen, biochemical, fluorescence polarization, mouse; purified mABHD4, FP-Rh probe fluorescence polarization; inhibition, % at 8.92 µM; 370,000 tested, 0.54% active; AID 720543, 2013;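 active means inhibition exceeding the mean over every tested compound plus 3 SD, cut at about 30% in these data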;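 further: 0% = plate median of compound wells and 100% = S159A mutant with DMSO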
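Assay system: wild-type mouse ABHD4 protein; compound: single nominal dose of 8.92 µM, 0.89% DMSO final; schedule: 45 min + 60 min at 25 °C; measured by: FP readout, ex 525 nm / em 598 nm; evaluation: % inhibition of FP-Rh probe binding versus controls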
TCR CD3 inh = inhibitors of human TCR-CD3 interaction, primary screen, biochemical, fluorescence, TAMRA-labeled TCR probe; 360,000 tested, 0.37% active; inhibition, % at 9.4 µM; in the data active means inhibition above about 19%;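 further: recombinant mutant TCR 2C K166C tagged with TAMRA read by polarization; 0% = receptor in buffer alone and 100% = receptor with positive control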
GC-A act = GC-A stimulated cGMP production enhancers – HEK293 GC-A cells, cGMP TR-FRET, EC30 ANP, primary screen. Atrial natriuretic peptide receptor 1 (Homo sapiens), P16066. 0% at EC30 ANP, 100% saturating ANP. activation, % at 10 µM. 370,000 tested, 0.14% active. AID 1671463, 2021; in the data active means activation above about 40%
* hit, by the source's call; / = not tested or not shown. Not all compounds are listed. The share of hits here may be higher or lower than overall.

SMILES | NPR2 activator | UHRF1 binding | MBD2 DNA inh | PRMT1 FP inh | HTRA1 inh | SIAE inh | rCAG binder | ABHD4 inh | TCR CD3 inh | GC-A act
CN(C)CCNC(=O)c1ccc(CS(=O)(=O)c2ccc(Br)cc2)o1 | -2 | 2 | 2 | 1 | -4 | -7 | -1 | -3 | -9 | 4
Cc1nn(CCC(=O)NNC(=S)Nc2ccccc2)c(C)c1Br | 0 | -7 | 1 | 0 | 9 | -1 | 0 | -1 | 6 | -2
NC(N)=NS(=O)(=O)c1ccc(N/C=C\C(=O)c2ccncc2)cc1 | -2 | -2 | -8 | -4 | 5 | -1 | 1 | 0 | 2 | 2
COc1ccc(/C=C/C(=O)OCC(=O)Nc2ccc(Cl)c(S(=O)(=O)N(C)C)c2)cc1OC | 0 | 0 | -5 | 4 | -24 | -26 | 9 | -8 | -5 | 2
C/C(=N\Nc1ccccc1[N+](=O)[O-])c1ccccc1O | -10 | 3 | 0 | 5 | 5 | 5 | 3 | 1 | -4 | -52
CCc1nnc(N/N=C/c2c(F)cccc2Cl)n1N | -3 | 7 | -2 | 0 | -2 | 0 | 5 | 7 | -1 | -1
CNC(=S)N/N=C/c1ccc(-c2ccc(Cl)c([N+](=O)[O-])c2)o1 | 6 | 0 | 3 | 0 | / | 8 | 1 | 5 | 2 | 11
C[C@@H]1CN([C@@H](C)CO)C(=O)c2cc(Br)cnc2O[C@@H]1CN(C)S(=O)(=O)c1ccc(F)cc1 | -5 | 2 | 3 | -2 | 4 | 10 | 2 | -1 | 0 | -1
CC(C)CN1CCC(=O)N([C@H](CSc2ccc(Br)cc2)Cc2ccccc2)CC1 | -2 | 0 | 0 | 2 | -11 | -5 | -5 | 1 | 9 | -1
Cc1ccc(-n2nc(-c3ccco3)cc2C(=O)NCc2cccnc2)cc1 | -8 | -1 | 1 | 36* | 2 | -2 | 10 | 4 | -1 | -9
COc1ccc(COCC(O)CN2CCOCC2)cc1OC (stereo not given) | 1 | -1 | 2 | -2 | 2 | -5 | -4 | 1 | -3 | -2
Cc1cc(C)c2c(N)c(C(=O)N3CCc4ccccc4C3)sc2n1 | 9 | 4 | 4 | 4 | -7 | 4 | -3 | 0 | -2 | 7
CCOC(=O)C1(C)NC(c2ccc(OC)c(OC)c2)C2C(=O)N(CC)C(=O)C21 (stereo not given) | 2 | 0 | -2 | -1 | -3 | 1 | -1 | -1 | 4 | -2
O=C(CSc1nc2ccccc2[nH]1)Nc1nc(-c2ccccc2)c(-c2ccccc2)o1 | 1 | 3 | -2 | 4 | -9 | 7 | 3 | -5 | -4 | 0
Cc1sc2nc(CN3CCCC3)nc(Cl)c2c1C | -3 | 0 | -1 | 7 | 0 | 0 | 2 | 2 | -7 | 0
CCOC(=O)C1=CCN(S(=O)(=O)c2ccccc2C)C1c1ccc(F)cc1 (stereo not given) | -8 | 0 | 2 | 5 | / | -2 | -3 | 5 | 1 | -4
CN(CC(=O)NCc1ccco1)S(=O)(=O)c1ccc2c(c1)c(=O)n(C)c(=O)n2C | 3 | -1 | -5 | -1 | -5 | 3 | 3 | 2 | 3 | 0
CC(NC(=O)c1ccc(F)cc1)C(c1cccs1)N1CCN(C)CC1 (stereo not given) | 1 | -1 | 0 | -2 | -1 | -1 | 0 | 1 | 2 | -3
COc1cc(OC)cc(C(=O)NCC(=O)N2CC=C(c3ccccc3)CC2)c1 | -1 | -4 | 1 | 0 | -2 | -3 | -1 | -5 | 4 | 0
COC(=O)c1ccc(CNC(=O)C(NC(=O)c2ccco2)C(C)C)cc1 (stereo not given) | 8 | 1 | -5 | 2 | 2 | 1 | -2 | 3 | -5 | 0
Cc1ccc2cc(-c3noc(C4CCCCC4)n3)c(=O)[nH]c2c1 | 4 | 3 | -3 | -8 | 7 | -1 | 2 | -1 | -3 | 5
Cc1ccc(-c2nc3cnccn3c2Nc2c(C)cccc2C)o1 | 4 | -3 | 0 | 79* | 0 | 1 | 8 | 4 | 5 | -7
CN1CCN(c2nc(-c3ccc(Cl)cc3Cl)nc3ccccc23)CC1 | 0 | 1 | -3 | -4 | -11 | 1 | -9 | -3 | 7 | -1
CCOC(=O)c1c(C)[nH]c(C)c1S(=O)(=O)N(C)CC(=O)Nc1cccc(C)c1 | -11 | 2 | -4 | -7 | -2 | 5 | -4 | -4 | 1 | -9
Clc1cc(Br)ccc1OCCOCCOc1cccc2cccnc12 | 6 | -3 | 3 | 2 | -29 | 1 | -5 | -18 | 6 | -1
COc1ccc(-c2[nH]ncc2CN2CCCC2c2nonc2C)c(F)c1 (stereo not given) | 0 | 0 | 0 | 1 | 4 | -3 | -1 | -4 | 1 | -2
CN(C)CCOc1ccccc1-c1ccccc1 | -6 | 2 | -2 | -1 | 3 | 6 | 0 | 16 | 6 | -4
O=C(/C=C/c1ccc(Cl)c([N+](=O)[O-])c1)c1ccc(O)cc1 | 16 | 1 | -2 | 6 | -24 | -28 | 6 | -22 | -6 | 1
CC(Oc1ccccc1Br)C(=O)N1CCc2ccccc21 (stereo not given) | -2 | 0 | -1 | 1 | -5 | -3 | 0 | -5 | -3 | 0
COc1cc(NC(=O)CN2CCN(C(=O)C3CCCO3)CC2)c(OC)cc1Cl (stereo not given) | 1 | 0 | -6 | 0 | -4 | 16 | -2 | 5 | 3 | 2
Cc1cc(C)n(-c2ccc(C(=O)Nc3ccccn3)cc2)n1 | -7 | 1 | 2 | 0 | -2 | 1 | -7 | 4 | 1 | -3
CC1(C)CC2(CC(c3ccccc3)Oc3cc(O)ccc32)NC(=S)N1 (stereo not given) | -3 | 2 | 1 | 10 | -3 | -1 | 0 | -3 | 1 | 23
COc1ccc(CCC(=O)Nc2ccc(Cl)c(S(=O)(=O)N3CCOCC3)c2)cc1OC | 0 | -2 | -8 | -5 | 6 | 1 | 1 | 6 | 3 | -4
CC(Sc1nnc(COc2ccc([N+](=O)[O-])cc2)n1C)C(=O)O (stereo not given) | 1 | 11 | 4 | 4 | 1 | -2 | 1 | 3 | -7 | 3
CC(C)CCNC(=O)C1CCN(S(=O)(=O)c2ccc3c(c2)CC(C)N3C(=O)C2CC2)CC1 (stereo not given) | -3 | 3 | 0 | 3 | -8 | 1 | -6 | -4 | -4 | -2
O=C(OCc1cc2ccccc2[nH]c1=O)c1cccc([N+](=O)[O-])c1 | -5 | 6 | -1 | -2 | -6 | -3 | 0 | 1 | -2 | 1
O=C(c1ccccc1[N+](=O)[O-])N1CCc2ccccc2C1 | 7 | 2 | 3 | 3 | 1 | 0 | -5 | 3 | -5 | -1
CC(C)(C)NC(=O)COC(=O)c1cncc(Br)c1 | 9 | 2 | 1 | -1 | -5 | -8 | 2 | -8 | 4 | 1
Nc1ccc(C2=Nc3cccc4cccc(c34)N2)cc1 | 2 | -5 | -10 | -2 | 19 | 24* | 31 | -3 | 5 | -3
CCOC(=O)c1ccccc1NC(=O)c1nc2nccc(C)n2n1 | -1 | 1 | -3 | 0 | 0 | -2 | 2 | 6 | 1 | -1
CCCC(=O)Nc1nc(CC(=O)OCC)cs1 | -3 | -3 | -4 | -1 | 2 | 0 | -2 | -7 | 1 | 3
CCSc1nnc(-c2cccs2)o1 | 1 | 0 | -1 | -4 | 1 | -6 | 0 | 0 | 2 | 2
CN(C)c1ccc(-c2noc(C3CCN(S(=O)(=O)c4ccc(C(=O)O)cc4)CC3)n2)cc1 | 1 | 2 | -2 | -1 | 3 | 1 | 17 | 8 | 0 | 1
Cc1ccc(NC(=O)C2(c3cccs3)CCOCC2)cc1C | 0 | 1 | 1 | 0 | 1 | -1 | -3 | -7 | 5 | -2
CC(C)(CCc1ccccn1)C(=O)CCCc1ccccn1 | 3 | -3 | -2 | -5 | -5 | 7 | 2 | 2 | 1 | 0
COc1cccc(SCc2noc(C(=O)NCc3ccccc3)c2C(=O)NCc2ccccc2)c1 | 2 | 3 | 3 | -1 | -9 | 3 | -1 | 0 | 7 | 2
COc1cccc(CC(=O)Nc2ccc(S(=O)(=O)N3CCOCC3)cc2)c1 | 4 | -2 | 1 | 2 | 2 | -10 | 3 | -2 | 0 | -1
CNC(=S)N1CCc2ccccc2C1 | 1 | 0 | -1 | 1 | -1 | 30* | 1 | 5 | -2 | 3
COc1ccc(OCCCC(=O)OCC(=O)N2CCN(S(=O)(=O)c3ccc(C)cc3C)CC2)cc1 | -1 | 1 | -2 | -6 | -14 | 2 | -1 | -2 | 6 | 3
Cc1nn(C)c(C(=O)Nc2ccc3c(c2)OCO3)c1[N+](=O)[O-] | 6 | 8 | 0 | -1 | 8 | 15 | 6 | -1 | -1 | -2

Next structures follow.
SMILES | NPR2 activator | UHRF1 binding | MBD2 DNA inh | PRMT1 FP inh | HTRA1 inh | SIAE inh | rCAG binder | ABHD4 inh | TCR CD3 inh | GC-A act
Cc1cc(N2CCNC[C@H]2C)ccc1N1CCN(Cc2ccccc2)[C@H](C)C1 | 2 | 1 | 1 | -2 | / | 6 | 6 | 5 | 0 | 0
CCCn1c(SCc2ccc(C(=O)OC)o2)nc2ccccc2c1=O | 8 | 5 | 2 | 4 | -30 | -4 | -3 | -1 | 7 | 6
O=C(CSc1n[nH]c(-c2ccccc2F)n1)NCC(=O)Nc1ccc(F)c(F)c1F | 2 | -3 | -3 | 1 | 1 | -4 | 0 | -2 | 5 | -2
CCOC(=O)Cn1ncc2c3ccccc3n(CC(=O)OCC)c2c1=O | 4 | -1 | 2 | 0 | -1 | -1 | -3 | 9 | 2 | 3
O=C(O)CNS(=O)(=O)c1cccc(Cl)c1 | 0 | 1 | -3 | 0 | -1 | 4 | 3 | -2 | 4 | 5
CC(C)CC(CO)N1CCN(C(=O)c2ccc(Cl)cc2)CCC1=O (stereo not given) | 1 | 1 | 0 | 4 | -4 | 4 | -2 | 6 | -5 | 2
Cc1nn(-c2ccccc2)nc1C(=O)Nc1ccc2c(c1)OCCO2 | 3 | -1 | 1 | -2 | -23 | -3 | -3 | -4 | 8 | -2
CNc1cc(CSC)nc(SCc2ccc(Cl)cc2Cl)n1 | -3 | 0 | 5 | 3 | -50 | -9 | -1 | -24 | -5 | 6
CCCc1ncc(C(O)(c2ccccc2)c2ccccc2)n1C | -14 | 4 | 3 | 2 | -6 | -1 | -6 | 7 | 4 | -19

Profiles, looked up by structure. Order of screens: NPR2 activator, UHRF1 binding, MBD2 DNA inh, PRMT1 FP inh, HTRA1 inh, SIAE inh, rCAG binder, ABHD4 inh, TCR CD3 inh, GC-A act
Profile of CC(C)CC(CO)N1CCN(C(=O)c2ccc(Cl)cc2)CCC1=O (stereo not given) = 1, 1, 0, 4, -4, 4, -2, 6, -5, 2
Profile of O=C(O)CNS(=O)(=O)c1cccc(Cl)c1 = 0, 1, -3, 0, -1, 4, 3, -2, 4, 5
Profile of CNc1cc(CSC)nc(SCc2ccc(Cl)cc2Cl)n1 = -3, 0, 5, 3, -50, -9, -1, -24, -5, 6

Assay outcomes deposited in PubChem by several laboratories.
